# ATXN2 expr inh: inhibitors of ATXN2 expression. actives 0.72% (n = 360,000). HEK-293 ATXN2-luciferase reporter, luminescence, 24 h. Potency, µM (top dose mostly 57 µM), for inactives: at the highest dose activity change, negative = inhibition, most hits filed as inhibitors. AID 1745845; note: potency is the fitted concentration of half-maximal effect; % is set by controls: 0 for no effect and ±100 for the full control effect; nearly all actives have a fitted effect of over 55% in size
#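 qHTS (up to 57 uM final) was run with 24 h compound exposure of reporter cells at 37 °C. Each well was multiplexed: SteadyGlo luminescence measured ATXN2-luciferase expression after a fluorogenic Gly-Phe-AFC viability readout (25 uM final).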
# EPAC2 agonist: EPAC2 (human) agonism; EPAC2 activation, biochemical qHTS; response scale: 100% = 6.5 mM cAMP response; actives 0.079% (n = 360,000); Q8WZA2; AID 720711; Potency, µM (titrated, usually from 154 µM), inactives show at the top dose activation, actives largely listed as activators; note: potency is the fitted concentration of half-maximal effect; nearly all actives have a fitted effect of over 50% in size
# Target sequence (Q8WZA2 whole entry, looked up): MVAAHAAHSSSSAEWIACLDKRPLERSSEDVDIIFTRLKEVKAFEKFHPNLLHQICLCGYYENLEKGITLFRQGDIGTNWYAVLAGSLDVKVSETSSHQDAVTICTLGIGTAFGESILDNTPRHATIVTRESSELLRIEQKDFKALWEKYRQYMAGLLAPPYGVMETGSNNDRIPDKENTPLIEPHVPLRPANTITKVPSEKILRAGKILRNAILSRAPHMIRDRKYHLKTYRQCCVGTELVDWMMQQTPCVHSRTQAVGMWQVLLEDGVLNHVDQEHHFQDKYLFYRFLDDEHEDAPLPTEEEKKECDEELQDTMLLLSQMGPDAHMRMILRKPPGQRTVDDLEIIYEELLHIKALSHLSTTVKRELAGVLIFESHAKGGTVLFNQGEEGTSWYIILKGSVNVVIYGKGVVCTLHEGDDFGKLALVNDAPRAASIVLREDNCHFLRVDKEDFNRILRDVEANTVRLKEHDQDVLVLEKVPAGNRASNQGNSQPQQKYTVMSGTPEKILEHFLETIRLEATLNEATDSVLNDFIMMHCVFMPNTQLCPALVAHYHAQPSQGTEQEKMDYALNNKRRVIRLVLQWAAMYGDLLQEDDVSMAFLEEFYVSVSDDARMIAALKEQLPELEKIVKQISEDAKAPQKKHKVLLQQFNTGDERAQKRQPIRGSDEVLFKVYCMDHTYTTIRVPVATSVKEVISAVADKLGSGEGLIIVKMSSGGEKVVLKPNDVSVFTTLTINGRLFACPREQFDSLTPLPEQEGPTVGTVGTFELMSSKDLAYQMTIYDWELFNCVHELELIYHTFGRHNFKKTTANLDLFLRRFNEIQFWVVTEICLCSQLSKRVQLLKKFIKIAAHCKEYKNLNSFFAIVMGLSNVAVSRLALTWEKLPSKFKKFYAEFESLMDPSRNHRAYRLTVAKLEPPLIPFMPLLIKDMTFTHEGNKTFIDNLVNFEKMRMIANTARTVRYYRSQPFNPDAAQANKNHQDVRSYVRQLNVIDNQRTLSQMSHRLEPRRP
#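 Readout is BODIPY fluorescence (480 nm excitation, 540 nm emission), which falls as labeled GDP is exchanged off Rap1B. EPAC2 at 100 nM acted on 250 nM RAP1B-BODIPY-GDP with 50 uM GDP present.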
# Nrf2 inh: blocks Nrf2 signaling | AID 504444 | Potency, µM (titrated, usually from 46 µM), inactives show at the top dose activity change, negative = inhibition, hits mostly inhibitors | actives 2.1% (n = 360,000) | A549 ARE-Fluc reporter, luciferase luminescence, 18-24 h; note: potency is the fitted concentration of half-maximal effect; % is set by controls: 0 for no effect and ±100 for the full control effect; nearly all actives have a fitted effect of over 60% in size
#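 Two sequential reads on A549 ARE_Fluc cells exposed to compound for 18-24 h: a CellTiter-Fluor fluorescence read for viability, then a luciferase luminescence read for Nrf2/ARE activity.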
# TGFb SMAD3 inh: inhibitors of TGF-b signaling | AID 588855 | Potency, µM (highest dose often 46.1 µM), inactives show at the highest dose activity, negative = inhibition, most hits filed as inhibitors | actives 1.2% (n = 410,000) | HepG2 CAGA-GFP TGF-b/SMAD3 reporter, GFP fluorescence, 18 h; TGF-beta stimulated, 500 pg/mL final; note: potency is the fitted concentration of half-maximal effect; % is set by controls: 0 for no effect and ±100 for the full control effect; nearly all actives have a fitted effect of over 65% in size
#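 Smad-responsive CAGA-GFP expression was quantified in HEPG2 cells exposed to compounds and 500 pg/mL final TGF-beta for 18 h at 37 degrees C; unstimulated wells defined full inhibition.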
# HepG2 tox: kills HepG2 cells in TGF-b inhibitor counter-screen. HepG2 CAGA-GFP viability, ATP luminescence, 18 h. actives 0.76% (n = 410,000). Potency, µM (doses to about 46.1 µM), without a hit: at the highest dose activity change, negative = cytotoxicity, most hits filed as cytotoxic. AID 588856; note: potency is the fitted concentration of half-maximal effect; some results filed as inactive show a strong effect at the top dose
#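 CellTiter-Glo luminescence gave cytotoxicity after 18 hours at 37 degrees C. The cells were HepG2 CAGA-GFP in 1% FBS DMEM, stimulated with 500 pg/mL TGF-beta after compound addition. %Activity was normalised to no-cell wells (complete cell-killing) and DMSO (no toxicity), and curves were fitted and classified.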
# Nrf2 ARE act: activates Nrf2 signaling; Potency, µM (titrated, usually from 46.1 µM), inactives show at the top dose activation, actives largely listed as activators; AREc32 ARE-luciferase reporter (MCF7-derived line), luminescence, 24 h; actives 0.31% (n = 410,000); AID 624171; note: potency is the fitted concentration of half-maximal effect; % of control where 0% means no effect; nearly all actives have a fitted effect of over 65% in size
#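 Quantitative high-throughput format: AREc32 reporter cells, 1000 per well, received compound by pin transfer and were incubated 24 hr at 37 deg C, 5% CO2, before Steady-Glo luminescence detection.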
# ATXN viability: cell viability loss in ATXN counter-screen. S2 cells (HEK-293 line with an ATXN2-luciferase reporter) viability, CellTiter-Fluor protease fluorescence, 24 h. actives 0.49% (n = 400,000). Potency, µM (highest dose often 56.7 µM), most hits filed as cytotoxic; note: potency is the fitted concentration of half-maximal effect; nearly all actives have a fitted effect of over 40% in size
# A549 tox: A549 cytotoxicity, counter-screen for Nrf2 inhibitors; AID 504648; A549 ARE-Fluc cells, CellTiter-Fluor viability, 18-24 h; Potency, µM (top dose mostly 46 µM), inactives show at the highest dose activity change, negative = cytotoxicity, most hits filed as inhibitors; actives 0.16% (n = 390,000); note: potency is the fitted concentration of half-maximal effect; % is set by controls: 0 for no effect and ±100 for the full control effect
#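 Cytotoxicity counterscreen: CellTiter-Fluor fluorescence was measured in A549 ARE_Fluc cells after 18-24 h of compound exposure in a concentration series. The subsequent BugLite luminescent read reports ARE-luciferase activity.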
# IL2 activator: activates IL-2 in a cell-based reporter assay | IL-2 activation reporter assay, cell-based qHTS; stimulated with anti-CD3/CD4/CD28 beads; in transgenic mouse T cells | activation, % (series mostly up to about 46 µM) | actives 0.065% (n = 360,000) | AID 652025; in the data active = activation above about 50%; inconclusive = mostly about 30% to 49%; note: 0% is about no effect
#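 First, unstimulated transgenic mouse T cells were exposed to compound for 60 min. Next, anti-CD3/anti-CD4-coated beads with anti-CD28 were added. Finally, after 18 h at 37 degrees C, EGFP and DsRed were imaged.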
# * = called active by the depositor; i = inactive; ? = inconclusive; . = no result given; & = joins results of further samples; [ ] = another dose, or the depositor's remark. Unless noted, calls come from the whole dose curve; as a rule, active = well fitted curve in the direction sought with a large enough effect; inconclusive = small, poorly fitted or top-dose-only effect, or another doubt; inactive = no such curve, though single readings can be large; an effect the other way counts as inactive or inconclusive.
1	COC(=O)NN=C1CCC(c2ccccc2)CC1 (stereo not given)
2	Cc1c(C(c2ccc(Br)cc2)c2c(C)n(C)n(-c3ccccc3)c2=O)c(=O)n(-c2ccccc2)n1C
3	COc1ccc(C(=O)N2CCc3cc4c(cc3C2C)OCCCO4)cc1 (stereo not given)
4	CC(C)(C)[C@H]1COC(=O)[C@@H](Cc2ccc(F)cc2)C/C=C\C[C@@H](CC(=O)N[C@@H](CO)Cc2ccccc2)C(=O)N1
5	Cc1nn2c(N3CCOCC3)cc(C(C)(C)C)nc2c1-c1ccc(Cl)cc1
6	Cc1ccc(Cl)cc1OCC(=O)NCCOC(=O)Nc1sc(=S)n(C)c1C
7	Cc1ccc(CN2CCNC(=O)C2CC(=O)NCC(F)(F)F)o1 (stereo not given)
8	CCOC(=O)c1cc(C(=O)NC(C)c2ccccc2)c(=O)[nH]c1C (stereo not given)

entry no. | 1 | 2 | 3 | 4 | 5 | 6 | 7 | 8
ATXN2 expr inh | 17% | -14% | -18% | -22% | 0% | 4% | -1% | .
EPAC2 agonist | -4% | 3% | 9% | 3% | -11% | -5% | 6% | -3%
Nrf2 inh | 0% | 3% | ? | 1% | 2% | ? | -3% | -18%
TGFb SMAD3 inh | 0% | 20% | ? | -9% | 1% | -16% | 5% | 3%
HepG2 tox | -12% | 3% | -37% | -15% | 3% | 6% | -1% | 4%
Nrf2 ARE act | 0.5% | -0.8% | 2.9% | 0.8% | -0.8% | -0.1% | 0.5% | -0.5%
ATXN viability | i | i | i | ? | ? | ? | i | i
A549 tox | 3% | 1% | 9% | -12% | -9% | -1% | 0% | 5%
IL2 activator | 1.3 | 0.8 | 0.2 | -0.5 | 0.5 | -0.6 | 0.1 | 0.5

9	COC(=O)C1(C)NC(c2cccs2)C2C(=O)N(c3ccc(F)cc3)C(=O)C21 (stereo not given)
10	COc1cccc(-c2[nH]c3c(c2-c2c(-n4cccc4)n(C)c(=O)[nH]c2=O)c(=O)[nH]c(=O)n3C)c1
11	Cc1cccc(C)c1-n1cccc1/C=C1/C(=N)N2C(=NC1=O)SN=C2S(C)(=O)=O
12	COc1ccc(S(=O)(=O)N2CCCC(C(=O)NC3CCCC3)C2)cc1OC (stereo not given)
13	COc1cccc(-c2nnc(SCC(=O)NCc3ccc4c(c3)OCO4)n2Cc2ccco2)c1
14	CC1CCCCC1NC(=O)CCn1c(=S)[nH]c2ccccc2c1=O (stereo not given)
15	Cc1ccc(S(=O)(=O)N(C)c2ccc(OCC(=O)NCC3(N(C)C)CCCCC3)cc2)cc1
16	CCCNC(=O)CCNS(=O)(=O)c1ccc2c(c1)c(=O)n(C)c(=O)n2C

entry no. | 9 | 10 | 11 | 12 | 13 | 14 | 15 | 16
ATXN2 expr inh | 2% | 1% | -4% | 9% | -26% | . | -1% | 3%
EPAC2 agonist | 12% | . | -2% | 4% | -1% | 8% | 1% | .
Nrf2 inh | 2% | 5% | 13% | ? | . | . | 5% | 4%
TGFb SMAD3 inh | -1% | -1% | ? | 7% | 5% | -4% | -26% | 6%
HepG2 tox | -1% | 0% | -36% | 3% | -1% | -34% | -38% | -1%
Nrf2 ARE act | 1.4% | -0.3% | 2.1% | -0.1% | 2.8% | -1.7% | -0.2% | -0.7%
ATXN viability | i | i | i | i | i | . | i | i
A549 tox | -1% | -6% | -6% | -3% | -11% | . | 1% | 2%
IL2 activator | 0.8 | . | 3.9 | -1.0 | 0.9 | 0.3 | -3.0 | .

17	Cc1ccc(C(C)C)c(OCc2ccc(C(=O)Nc3ccc(S(N)(=O)=O)cc3C)o2)c1
18	N#Cc1ccc(COC(=O)C2CCC(=O)N2)cc1 (stereo not given)
19	CCn1cnc2cc(NCc3nc4ccccc4n3Cc3ccccc3)ccc21
20	CC(=O)c1cccc(NC(=O)C2Cc3c(-c4ccc(Cl)cc4)ccnc3O2)c1 (stereo not given)
21	COc1ccc(NC(=O)C2=C(C)Nc3ncnn3C2c2ccccc2C(F)(F)F)c(OC)c1 (stereo not given)
22	O=S(=O)(NC1CCCC1)c1cccc(-c2nnc(-c3ccccc3)o2)c1
23	O=C(Nc1ccon1)c1ccccc1F
24	Cc1nc(N2CCCCC2)c2c(C)c(C(=O)Nc3cccc(C(F)(F)F)c3)sc2n1

entry no. | 17 | 18 | 19 | 20 | 21 | 22 | 23 | 24
ATXN2 expr inh | ? | 1% | 49%[activator] | -37% | -3% | 2% | 4% | .
EPAC2 agonist | . | 7% | 9% | 16% | -4% | 10% | -5% | -3%
Nrf2 inh | -26% | 7% | ? | . | . | ? | 1% | 23µM*
TGFb SMAD3 inh | ? | -6% | -17% | -29% | -36% | 16% | 9% | 1%
HepG2 tox | -96% | -7% | -32% | -31% | 1% | -3% | 5% | 2%
Nrf2 ARE act | -1.4% | 1.6% | -0.2% | 0.3% | 2.6% | 3.4% | -0.4% | -0.7%
ATXN viability | ? | i | i | ? | i | i | i | ?
A549 tox | -15% | -5% | -18% | . | -4% | -22% | -6% | -12%
IL2 activator | . | -2.1 | -1.1 | -0.5 | -1.5 | -3.3 | 1.9 | -0.9

25	COC(=O)C1=C(C)NC(C)=C(C(=O)OC)C1C(=O)OCC(=O)Nc1ccc(C(C)=O)cc1
26	O=C(COC(=O)c1ccc[n+]([O-])c1)Nc1ccc([N+](=O)[O-])cc1Cl
27	CCOC(=O)c1cccc(OC(=O)CCNC(=O)c2ccc(Cl)cc2)c1
28	Cc1ccc(SCCNC(=O)c2ccc(C)c(S(=O)(=O)Nc3ccccc3C)c2)cc1
29	CCCNC(=O)C1CCC(Cn2c(=O)c3sccc3n(CC(=O)N3CCCC(C)C3)c2=O)CC1 (stereo not given)
30	CC1(C)NC(=O)N(CC(O)COc2ccc(N3C(=O)c4ccccc4C3=O)cc2)C1=O (stereo not given)
31	Cc1cc(C)cc(NC(=O)[C@H](Cc2c[nH]c3ccccc23)NC(=O)[C@@H]2Cc3ccccc3CN2)c1
32	CCc1nc(N2CCN(C(=O)CCl)CC2)c2c3c(sc2n1)CC(C)CC3 (stereo not given)

entry no. | 25 | 26 | 27 | 28 | 29 | 30 | 31 | 32
ATXN2 expr inh | 28% | 1% | 7% | ? | 8% | -3% | -26% | -21%
EPAC2 agonist | -4% | 7% | 5% | 17% | . | 11% | -7% | 2%
Nrf2 inh | -10% | 0% | 5% | 13µM* | ? | 2% | 0% | 1%
TGFb SMAD3 inh | 2% | -1% | -1% | ? | 5% | 15% | ? | ?
HepG2 tox | -3% | -2% | 3% | -34% | 0% | 0% | -69% | 18µM*
Nrf2 ARE act | 0.6% | -0.2% | -0.6% | 2.3% | 2.3% | 0.3% | 5.5% | ?
ATXN viability | i | i | i | ? | ? | i | ? | .
A549 tox | -2% | 13% | 1% | -17% | -19% | 0% | -1% | -5%
IL2 activator | 0.5 | -1.4 | 0.5 | -3.2 | . | -0.7 | 1.2 | -4.1

33	CCC1c2ccc(C)n2CCN1C(=O)Nc1ccccc1OC (stereo not given)
34	Cc1ccc(NC(=O)c2cc(S(=O)(=O)N3CCCCC3)c[nH]2)cc1F
35	COc1ccccc1CCNC(=O)Cc1c(C)c2cc3c(C(C)(C)C)coc3c(C)c2oc1=O
36	Cc1ccc(S(=O)(=O)N2CCN(C(=O)COC(=O)/C=C/c3ccc(F)cc3)CC2)c(C)c1
37	COc1cccc(CNC(=O)C(=O)NCC(c2ccco2)S(=O)(=O)c2cccs2)c1 (stereo not given)
38	CCn1cc(C(=O)O)c(=O)c2cc(F)c(N3CCN(C(=O)Nc4ccccc4)CC3)cc21
39	O=C(/C=C/c1ccc(F)cc1)NCCNC(=O)/C=C/c1ccc(F)cc1
40	CC(C)OCCCNC(=O)C(Cc1ccccc1)NS(=O)(=O)c1ccc2c(c1)CCC(=O)N2 (stereo not given)
41	O=C(Nc1ccc2oc(=O)ccc2c1)c1cc([N+](=O)[O-])ccc1N1CCOCC1

entry no. | 33 | 34 | 35 | 36 | 37 | 38 | 39 | 40 | 41
ATXN2 expr inh | 10% | 9% | . | -2% | . | 40%[activator] | -24% | 4% | -30%
EPAC2 agonist | 12% | 4% | . | 0% | . | 6% | -1% | 1% | 1%
Nrf2 inh | 18% | 0%&23% | 19% | 6% | . | 1% | 4% | 17% | ?
TGFb SMAD3 inh | 13% | 0%&-1% | -2% | -1% | 13% | 5% | 2% | 2% | 4%
HepG2 tox | -5% | -18%&0% | -11% | -3% | -2% | -7% | -1% | 3% | 2%
Nrf2 ARE act | 6.1% | -0.1%&0.7% | -0.1% | -0.2% | 4.9% | 0.2% | 0.1% | -0.2% | -0.6%
ATXN viability | i | i | . | i | . | i | i | i | ?
A549 tox | -2% | 10%&8% | 9% | 0% | -1% | 12% | 0% | 1% | ?
IL2 activator | 0.4 | -2.8 | . | -2.6 | . | -1.1 | -0.9 | -1.5 | 0.7

# One compound at a time, from the list above.
# COc1cccc(CNC(=O)C(=O)NCC(c2ccco2)S(=O)(=O)c2cccs2)c1 (stereo not given) as listed: ATXN2 expr inh: .; EPAC2 agonist: .; Nrf2 inh: .; TGFb SMAD3 inh: 13%; HepG2 tox: -2%; Nrf2 ARE act: 4.9%; ATXN viability: .; A549 tox: -1%; IL2 activator: .
# CCn1cc(C(=O)O)c(=O)c2cc(F)c(N3CCN(C(=O)Nc4ccccc4)CC3)cc21 as listed: ATXN2 expr inh: 40%[activator]; EPAC2 agonist: 6%; Nrf2 inh: 1%; TGFb SMAD3 inh: 5%; HepG2 tox: -7%; Nrf2 ARE act: 0.2%; ATXN viability: i; A549 tox: 12%; IL2 activator: -1.1
# Cc1ccc(S(=O)(=O)N2CCN(C(=O)COC(=O)/C=C/c3ccc(F)cc3)CC2)c(C)c1 as listed: ATXN2 expr inh: -2%; EPAC2 agonist: 0%; Nrf2 inh: 6%; TGFb SMAD3 inh: -1%; HepG2 tox: -3%; Nrf2 ARE act: -0.2%; ATXN viability: i; A549 tox: 0%; IL2 activator: -2.6
